CF NFkB inh: blocks PAF-induced NF-kB reporter in cystic fibrosis cells; KKLEB NF-kB-GFP reporter, GFP fluorescence overnight; inhibition, % at 5 µM; 360,000 compounds, 0.86% hits;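 active means at least 50% inhibition at 5 µM, scaled per plate between neutral and stimulator controls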;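 further: PAF is a Pseudomonas aeruginosa culture filtrate used as stimulus; plate controls were PAF-stimulated DMSO wells for no effect and unstimulated DMSO wells for full effect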
hiPSC survival: enhancers of human iPSC single-cell survival. hiPSC single-cell survival, ATPlite luminescence; 100% = ROCK inhibitor wells, 0% = DMSO. survival enhancement, % at 20 µM. 360,000 compounds, 0.044% hits; in the data active means survival enhancement above about 18%;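 further: cells exposed to compounds for 16 hours before the ATP read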
NR2E3 ag-1: activates human photoreceptor nuclear receptor NR2E3; 320,000 compounds, 0.12% hits; GST-NR2E3/biotin-RetCOR TR-FRET, 1536-well; AID 2300; Q9Y5X4; inhibition of corepressor binding, % at 4.78 µM;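 active means percent inhibition above the cutoff of mean plus 3 SD of all tested compounds, set per screening campaign, cut at about 20% in these data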;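 further: 0% = DMSO wells and 100% = biotin wells as full block of FRET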
Target sequence (Q9Y5X4 whole entry, looked up): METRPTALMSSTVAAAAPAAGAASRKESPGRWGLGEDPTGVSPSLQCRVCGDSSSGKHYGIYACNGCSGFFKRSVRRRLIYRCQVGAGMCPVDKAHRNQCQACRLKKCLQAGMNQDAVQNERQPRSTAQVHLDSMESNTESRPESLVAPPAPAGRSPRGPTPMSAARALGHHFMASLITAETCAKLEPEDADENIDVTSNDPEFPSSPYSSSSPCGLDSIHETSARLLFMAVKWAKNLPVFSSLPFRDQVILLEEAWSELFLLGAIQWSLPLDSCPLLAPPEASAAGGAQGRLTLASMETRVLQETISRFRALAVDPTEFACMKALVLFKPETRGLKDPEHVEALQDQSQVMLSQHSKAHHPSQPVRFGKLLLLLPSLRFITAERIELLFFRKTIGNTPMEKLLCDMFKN
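Material: NR2E3–RetCOR corepressor complex | Quantity: 1.35 nM GST-tagged NR2E3 final | Schedule: 5 h at 4 °C | Replication: Singlicate compound wells | Reagent: RetCOR corepressor, biotinylated, 7 nM | Controls: Biotin wells as high control, 0.6% DMSO wells as low control | Signal: TR-FRET, Eu(K)-anti-GST donor, streptavidin-D2 acceptor, ex 340, em 617/671 nm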
Peg3 prom inh: Peg3 promoter activity inhibition. HeLa PEG-Prom luciferase reporter, luminescence, overnight. inhibition, % at 20 µM. 360,000 compounds, 1.7% hits;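 active means inhibition of at least 50% at 20 µM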
KKLEB tox: CF airway cell cytotoxicity counter-screen. KKLEB CF airway cells viability, ATPlite luminescence, overnight; stronger effect = lower value; cells stimulated with P. aeruginosa culture filtrate. activity change (cytotoxicity), % at 5 µM. 360,000 compounds, 0.36% hits;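 active means corrected activity change at or below -50% at 5 µM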
aDG glyco act: increases alpha dystroglycan glycosylation; Pro5-aDG cells, alpha-DG glycosylation AlphaScreen (IIH6); 0% Pro5, 100% B10-LARGE cell signal; activation, % at 10 µM; 360,000 compounds, 0.22% hits;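 active means activation of at least 8% versus controls, or a plate z-score of at least 8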;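 further: Pro5 are CHO cells carrying HIG-tagged alpha-DG that lacks glycosylation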
HIF-2a inh: blocks HIF-2a reporter activity | 786-0 RCC cells HIF-2a reporter, luciferase luminescence, overnight | inhibition, % at 18.8 µM | 360,000 compounds, 0.72% hits;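 active means inhibition of the luminescence signal of 40% or more relative to plate controls, in a single-dose primary screen at 18.75 µM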
Shn3 3UTR inh: inhibitors of Schnurri-3 3'UTR reporter in osteoblasts; Clone20 osteoblast Shn3 3'UTR firefly luciferase, 24 h; inhibition, % at 12.5 µM; 360,000 compounds, 0.52% hits; AID 588674;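 active means mean inhibition of at least 75% with every replicate also reaching 75%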;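 further: 0% = median of neutral control wells and 100% = pilot-screen positive control compound; some compounds past the cut are filed as inactive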
TRPM1 prom inh: reduces MITF-dependent TRPM1 promoter luciferase signal; SK-MEL-5 TRPM1 promoter luciferase, 24 h; 330,000 compounds, 0.83% hits; inhibition, % at 12.5 µM;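 active means mean inhibition across replicates of 60% or more, whatever share of single replicates reaches that level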; further: values of inactives mirror those of a sister screen read the other way
NR2E3 ag-2: activates human NR2E3 receptor. CHO-S Gal4-NCOR/VP16-NR2E3 two-hybrid, luciferase. Q9Y5X4. 360,000 compounds, 0.35% hits. inhibition of corepressor binding, % at 3.98 µM. AID 602229;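 active means inhibition above the mean of all tested compounds plus 3 SD, cut at about 70% in these data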;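 further: 0% = DMSO with NR2E3 transfected cells and 100% = cells lacking NR2E3 construct; higher means lower luciferase signal from less NR2E3 corepressor binding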
TWEAK-Fn14 inh: blocks TWEAK-Fn14 interaction in a reporter cell assay; TWEAK-stimulated Fn14 reporter cells, luciferase luminescence, 8 h; inhibition, % at 10 µM; 360,000 compounds, 2% hits; in the data active means inhibition above about 50%
* = called active by the depositor; . = no result given.

SMILES	CF NFkB inh	hiPSC survival	NR2E3 ag-1	Peg3 prom inh	KKLEB tox	aDG glyco act	HIF-2a inh	Shn3 3UTR inh	TRPM1 prom inh	NR2E3 ag-2	TWEAK-Fn14 inh
Cc1ccc(N(C)S(=O)(=O)c2cccc(C(=O)Nc3nc4ccccc4[nH]3)c2)cc1	8	-1.7	0	19	-12	0.0	-58	2	-2	-8	54*
COc1ccc(NC(=O)COC(=O)CNC(=O)C2CCCCC2)cc1OC	11	-0.5	.	-7	-11	0.1	2	8	-1	-1	12
O=C(CN1CCCCC1)Nc1ccc(NC(=O)c2ccc(Cl)cc2)cc1Cl	8	-1.2	-2	-8	-10	1.1	-3	7	-7	9	-34
O=C(CCc1nnc(-c2ccc3c(c2)OCO3)o1)NC(c1ccccn1)C(F)(F)F (stereo not given)	-8	-1.4	-1	-35	0	-0.1	-47	-6	-1	-8	-17
O=C(NCCc1ccccc1)c1cccc2c(-c3ccc(F)c(F)c3)coc12	-7	-0.4	.	-14	-2	0.0	-35	25	.	-57	30
Cc1ccc(S(=O)(=O)N2CCCCC2)cc1NC(=O)COC(=O)c1c(F)cccc1F	13	2.9	-5	0	6	0.1	26	5	-4	-9	5
Cc1ccc(S(=O)(=O)N2CCC(=O)N([C@H](COCc3ccc(C(F)(F)F)cc3)C(C)C)CC2)cc1	.	-0.6	.	.	.	0.2	1	.	.	20	-11
CCC(=O)NC(=S)Nc1c(C)cc(Br)cc1C	-12	0.1	0	18	3	0.4	19	-5	-5	-27	1
COc1ccccc1N(CC(=O)NC1CCCC1)S(=O)(=O)c1cccc(C(F)(F)F)c1	-3	-0.2	.	19	0	0.3	11	-4	-6	4	12
CCCCCCCCC1CC(C(=O)Nc2ccccc2)C(=O)O1 (stereo not given)	-4	-0.7	-2	20	7	0.9	17	-6	-30	18	-2
CCN(CC)S(=O)(=O)c1ccc(N2CCOCC2)c(C(=O)O)c1	0	1.2	-1	1	5	-0.3	8	-2	11	-6	1
Cc1c(Cl)cccc1NC(=O)C1CCN(c2cnccn2)CC1	-15	0.3	4	7	5	0.0	7	-9	-5	-6	17
CCc1ccc(NC(=O)C(=O)NCCOc2ccccc2Cl)cc1	16	-0.8	-4	15	3	0.5	21	-14	5	-1	5
O=C(CCCc1c[nH]c2ccccc12)N1CCN(S(=O)(=O)c2cccs2)CC1	14	2.4	2	25	-1	0.1	21	31	1	25	28
Cc1cc(F)ccc1N1CCC(N2CCN(C(C)C)C(CCO)C2)CC1 (stereo not given)	8	-1.4	-5	10	0	0.3	-9	4	-17	4	0
CCc1cccc(NS(=O)(=O)c2ccc3c(c2)NC(=O)C(C)S3)c1 (stereo not given)	18	0.2	2	11	2	0.8	10	41	16	48	24
COc1cc2c(cc1NC(=O)CSc1ccc(Cl)cc1)oc1ccccc12	-2	3.0	3	22	-10	0.2	-35	-7	8	-7	-3
Cc1cc(C2CCCCC2)n(O)c(=O)c1	20	0.0	3	51*	-16	0.2	20	61	78*	-40	-15
CCc1ccc(N(CC(=O)NC)S(C)(=O)=O)cc1	6	-0.2	1	-6	-2	0.2	21	4	3	-6	6
Cc1ccc(Cl)cc1NC(=O)N(C)CCO	-28	-0.7	0	1	6	0.0	15	-9	8	10	11
O=C(CSc1nccn1Cc1ccco1)Nc1ccc(F)cc1	15	-0.2	1	-20	-15	0.5	-56	11	-17	-3	-18
COc1ccc(-c2cc3nc(C)c(CCC(=O)NC(C)CCc4ccco4)c(C)n3n2)c(OC)c1 (stereo not given)	-8	-2.1	1	16	-7	0.0	6	26	4	-15	7
O=[N+]([O-])c1cc(/C=N/O)ccc1Oc1ccccc1Cl	7	-0.6	6	-212	-6	-0.3	-228	-37	-68	-95	-6
CC1=C(C(=O)N(C(C)C)C(C)C)CC(CC(=O)NCCCN(C)C)C(=O)N1Cc1ccccc1 (stereo not given)	13	1.9	.	10	-26	3.1	14	-7	.	3	-1
Cc1cc([N+](=O)[O-])nn1CC(=O)NCc1ccccc1	16	-0.4	7	6	-13	0.0	10	-4	6	9	7
C[N+]1=C(/C=C/Nc2ccccc2Cl)C(C)(C)c2ccccc21	-35	2.1	2	8	-4	0.2	2	77	4	-9	26
O=C(CCn1c2c(c3ccccc31)CCCC2)NNC(=O)c1cccc([N+](=O)[O-])c1	-15	0.8	-1	16	5	0.0	3	12	-3	-35	3
Cc1c(Br)c([N+](=O)[O-])nn1CC(=O)N1CCc2ccccc2C1	12	-1.9	-2	1	-5	0.4	23	-6	8	3	9
Cc1ccc(Cn2c(SCCN3CCOCC3)nc3c2c(=O)n(C)c(=O)n3C)cc1	-20	-1.4	-4	10	5	0.0	2	2	10	-2	5
CC(NS(=O)(=O)/C=C/c1ccccc1)C(=O)O (stereo not given)	8	-0.1	1	-9	4	-0.3	15	0	15	-7	26
Cc1noc(C)c1C(=O)N1CCCC(C(=O)c2cccc(OC(C)C)c2)C1 (stereo not given)	11	0.2	0	8	-5	0.4	9	-10	2	-5	7
O=S(=O)(Nc1cccc(S(=O)(=O)N2CCCCC2)c1)c1ccc(Cl)s1	24	-1.9	.	-6	7	0.2	-2	3	15	-3	-9
Cc1ccc(S(=O)(=O)N2CCN(C(=O)CN3C(=O)NC4(CCOc5ccccc54)C3=O)CC2)cc1 (stereo not given)	1	-2.1	-1	15	0	-0.2	15	-1	-1	-3	2
CN(C)CCn1c(C(=O)Nc2ccccc2)cc2ccccc21	-1	2.9	3	2	-2	0.8	2	2	4	-11	22
CCCCC(=O)Nc1cccc(-c2nc3ncccc3o2)c1C	-2	-0.8	1	-66	-6	0.0	-85	-24	-22	-26	-1
Cc1cc(C)nc(/N=C(/NC(=O)Nc2cccc(Cl)c2)Nc2ccccc2)n1	-42	-0.4	1	-23	3	0.3	-6	-7	-39	-9	-26
CC1CCN(C(=O)CCCOc2ccc(Cl)cc2)CC1	15	-3.1	3	-143	2	0.0	-168	-34	-46	-34	-11
CC(=O)c1cccc(OCc2cc(C(=O)N3CCSCC3)no2)c1	10	-0.4	0	-302	-5	0.1	-244	-171	-63	-160	-17
CSc1ccccc1NC(=O)N1CCC(CO)(CC2CCCCO2)CC1 (stereo not given)	-3	4.0	3	7	-12	-0.2	-19	12	5	10	2
O=C(NNC(=O)C1CC(c2cccs2)=NO1)Nc1ccc(Cl)cc1 (stereo not given)	-15	0.2	4	3	6	0.3	10	7	9	-34	0
COc1ccc(N=CC2=C(O)c3ccccc3C2=O)cc1	-10	-5.2	6	75*	-51*	0.3	7	40	30	-160	98*
O=C(CN1C(=O)NC2(CCCc3ccccc32)C1=O)N1CCCCC1 (stereo not given)	2	-0.2	2	-30	2	-0.2	6	9	0	-16	7
Cc1cccc(NCC(=O)N/N=C/c2cccc(Br)c2)c1	3	2.1	-3	10	-8	0.5	-7	-9	3	2	19
CSc1ccc(CN(C)C(=O)c2ccc(S(=O)(=O)Nc3c(C)n(C)n(-c4ccccc4)c3=O)cc2)cc1	4	0.5	.	4	-16	0.1	-1	-2	2	12	-2
Cc1cccc(C)c1NC(=O)CN(C)CC(=O)Nc1sc2c(c1C(N)=O)CCC2	-20	-0.4	1	-1	16	0.0	11	3	0	5	-16
COc1ccccc1N1CCN(CC(=O)c2c(N)n(C)c(=O)n(C)c2=O)CC1	-25	-1.9	0	1	-4	-0.2	22	-4	0	-13	7
CCS(=O)(=O)Nc1cccc(-c2cn3c(n2)SCC3)c1	-35	-0.5	-2	5	8	-0.1	-1	-2	1	-17	-20
Cc1ccc(S(=O)(=O)N2CCN(C(=O)COC(=O)CNC(=O)c3ccccc3)CC2)c(C)c1	26	0.5	3	-11	1	-0.2	6	-19	4	8	4
CCCCN(C(=O)CCCc1nc2ccccc2c(=O)[nH]1)c1c(N)n(CCCC)c(=O)[nH]c1=O	16	-0.4	2	7	3	0.0	6	10	7	-15	7
O=C(COC(=O)/C=C/c1ccc(F)cc1)Nc1nnc(-c2ccccc2)o1	-5	0.0	1	8	-36	-0.4	7	-30	-4	1	-1

Going on with the list:
SMILES	CF NFkB inh	hiPSC survival	NR2E3 ag-1	Peg3 prom inh	KKLEB tox	aDG glyco act	HIF-2a inh	Shn3 3UTR inh	TRPM1 prom inh	NR2E3 ag-2	TWEAK-Fn14 inh
CCCCCNC(=O)CSC1=N/C(=C\c2ccc(Cl)c(Cl)c2)C(=O)N1CC	-7	1.1	-3	-14	-5	-0.1	7	8	7	-8	-18
C[C@H](CO)N1C[C@H](C)[C@@H](CN(C)C)Oc2c(NS(=O)(=O)c3cn(C)cn3)cccc2C1=O	-2	3.9	.	-7	4	0.1	3	-26	9	-13	20
CCC(C)c1ccccc1N1CC(C(=O)N2CCN(S(=O)(=O)c3ccccc3Br)CC2)CC1=O (stereo not given)	-2	-0.4	-4	-3	-6	-0.1	9	10	1	1	-11
COc1cccc(NC(=O)CN2CCSc3ccccc32)c1	-11	-1.4	9	10	4	0.3	-22	-11	2	-20	11
CCC(CC)C(=O)NCc1cccnc1	-18	0.7	0	0	6	-0.1	23	13	3	-7	13
O=C(CCc1ccc(S(=O)(=O)N2CCOCC2)cc1)NCCc1ccccn1	-4	1.7	-3	-1	5	-0.1	19	-15	-4	5	8
CCC(=O)c1ccc(OCC(=O)OCC(=O)Nc2ccc3c(c2)OCCO3)cc1	7	0.4	.	1	0	-0.1	-5	7	-9	-12	-24
C[C@@H]1CN([C@H](C)CO)C(=O)c2c(c3ccccc3n2C)-c2ccccc2CO[C@H]1CN(C)Cc1ccc(-c2ccccc2)cc1	4	4.5	.	83*	0	0.2	-15	1	.	-18	44
Cc1ccc(CCC(=O)Nc2ccc(Br)cc2)o1	22	0.0	.	-20	-12	-0.1	-70	5	-13	1	3
O=C(COc1ccc([N+](=O)[O-])cc1)Nc1ccc2c(c1)nc1n2CCOC1	-3	-0.5	-1	0	-5	0.0	-12	-2	-6	-7	-17
O=C(NC(=S)Nc1ccccc1Cl)c1csnn1	2	-0.3	-5	-28	10	0.0	-57	-12	-11	-21	4
Cc1ccc(CNC(=S)NC2CCC(C(C)(C)C)CC2)cc1 (stereo not given)	35	0.4	.	13	-11	0.1	-2	8	-1	12	-15

Entries of single compounds, quoted from the list. Values in the order: CF NFkB inh | hiPSC survival | NR2E3 ag-1 | Peg3 prom inh | KKLEB tox | aDG glyco act | HIF-2a inh | Shn3 3UTR inh | TRPM1 prom inh | NR2E3 ag-2 | TWEAK-Fn14 inh
`C[C@@H]1CN([C@H](C)CO)C(=O)c2c(c3ccccc3n2C)-c2ccccc2CO[C@H]1CN(C)Cc1ccc(-c2ccccc2)cc1` across the screens: 4 | 4.5 | . | 83* | 0 | 0.2 | -15 | 1 | . | -18 | 44
`O=C(COc1ccc([N+](=O)[O-])cc1)Nc1ccc2c(c1)nc1n2CCOC1` across the screens: -3 | -0.5 | -1 | 0 | -5 | 0.0 | -12 | -2 | -6 | -7 | -17
`CCCCCNC(=O)CSC1=N/C(=C\c2ccc(Cl)c(Cl)c2)C(=O)N1CC` across the screens: -7 | 1.1 | -3 | -14 | -5 | -0.1 | 7 | 8 | 7 | -8 | -18

Screening data from PubChem.
